Vif-APOBEC3F blk: blocks the Vif interaction with APOBEC3F; HeLa A3F-eYFP + Vif (tagged APOBEC3F with the HIV-1 protein that degrades it), YFP fluorescence increase; 390,000 tested, 0.2% active; Potency, µM (series often up to 46.1 µM), for the others: top-dose activity, negative = active; note: potency is the fitted concentration of half-maximal effect; % of control where 0% means no effect; nearly all actives have a fitted effect of over 65% in size
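Fluorescence increase (Ex 488/Em 500-530) after overnight compound treatment at 37 deg C flags inhibition of Vif-driven A3F-eYFP loss in stable HeLa A3F-eYFP/Vif cells seeded overnight beforehand.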
Vif-A3G inh: blocks the Vif interaction with human APOBEC3G; Q9HC16; HeLa A3G-eYFP + Vif (tagged APOBEC3G with the HIV-1 protein that degrades it), YFP fluorescence, overnight; Potency, µM (titrated, usually from 46.1 µM), inactives show at the highest dose activity, negative = active, actives largely listed as inhibitors; 410,000 tested, 0.076% active; AID 602310;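 note: potency is the fitted concentration of half-maximal effect; % is set by controls: 0 for no effect and ±100 for the full control effect; nearly all actives have a fitted effect of over 60% in size; hits raise eYFP signal because A3G escapes Vif-driven loss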
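HeLa cells stably expressing Vif and C-terminally eYFP-tagged A3G, seeded overnight at 37 deg C, then exposed to compound by pintool overnight at 37 deg C. Rise in yellow fluorescence (Ex 488/Em 500-530, Acumen) marks blocked Vif-driven A3G degradation.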
USP1 inh: inhibitors of human USP1/UAF1 deubiquitinase. O94782. Potency, µM (titrated, usually from 57.1 µM), inactives show at the top dose activity change, negative = inhibition, hits mostly inhibitors. recombinant USP1/UAF1, Ub-Rhodamine cleavage fluorescence. 390,000 tested, 0.23% active; note: potency is the fitted concentration of half-maximal effect; % is set by controls: 0 for no effect and ±100 for the full control effect; nearly all actives have a fitted effect of over 60% in size; inactives centre near -12
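Step one: compound is pinned into 1nM USP1/UAF1 in HEPES pH 7.8 buffer with TCEP. Step two: 15 min room-temperature incubation. Step three: Ub-Rho (150nM final) starts cleavage, tracked by fluorescence over six one-minute reads.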
TrxR1 substrate: is turned over as a substrate by rat TrxR1; O89049; purified TrxR1 substrate turnover, NADPH consumption readout; Potency, µM (series often up to 114 µM), for inactives: at the highest dose activity change, negative = substrate turnover; 390,000 tested, 0.01% active; AID 588456; note: potency is the fitted concentration of half-maximal effect; % is set by controls: 0 for no effect and ±100 for the full control effect; nearly all actives have a fitted effect of over 50% in size
Target sequence (O89049 whole entry, looked up): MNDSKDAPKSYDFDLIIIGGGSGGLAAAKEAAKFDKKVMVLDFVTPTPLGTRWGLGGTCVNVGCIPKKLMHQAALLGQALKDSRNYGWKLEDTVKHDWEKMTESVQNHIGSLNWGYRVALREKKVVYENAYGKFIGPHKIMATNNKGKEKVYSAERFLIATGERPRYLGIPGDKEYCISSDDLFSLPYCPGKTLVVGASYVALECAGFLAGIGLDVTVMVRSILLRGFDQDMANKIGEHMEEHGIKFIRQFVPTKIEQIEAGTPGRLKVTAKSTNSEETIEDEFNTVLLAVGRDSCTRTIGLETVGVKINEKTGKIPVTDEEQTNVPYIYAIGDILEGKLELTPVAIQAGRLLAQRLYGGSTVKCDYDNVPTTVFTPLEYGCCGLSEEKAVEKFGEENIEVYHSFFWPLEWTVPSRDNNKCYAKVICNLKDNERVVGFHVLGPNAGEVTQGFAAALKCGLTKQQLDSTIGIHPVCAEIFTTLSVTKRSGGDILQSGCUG
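Rat TrxR1, dispensed at 90 nM, was prereduced with 400 uM NADPH (final) for 5 min at ~22 deg C, then incubated with compound 15 min before 400 uM selenite. A first-read NADPH fluorescence drop versus no-compound background flagged substrates.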
mIDH1 inhibitor: blocks human mutant IDH1 R132H enzyme | Potency, µM (series often up to 76.6 µM), inactives show at the highest dose activity change, negative = inhibition, actives largely listed as inhibitors | IDH1-R132H enzyme, NADPH consumption, diaphorase/resazurin fluorescence | O75874 | 390,000 tested, 0.093% active; note: potency is the fitted concentration of half-maximal effect; % is set by controls: 0 for no effect and ±100 for the full control effect; nearly all actives have a fitted effect of over 65% in size
Target sequence (O75874 whole entry R132H, stated change not applied): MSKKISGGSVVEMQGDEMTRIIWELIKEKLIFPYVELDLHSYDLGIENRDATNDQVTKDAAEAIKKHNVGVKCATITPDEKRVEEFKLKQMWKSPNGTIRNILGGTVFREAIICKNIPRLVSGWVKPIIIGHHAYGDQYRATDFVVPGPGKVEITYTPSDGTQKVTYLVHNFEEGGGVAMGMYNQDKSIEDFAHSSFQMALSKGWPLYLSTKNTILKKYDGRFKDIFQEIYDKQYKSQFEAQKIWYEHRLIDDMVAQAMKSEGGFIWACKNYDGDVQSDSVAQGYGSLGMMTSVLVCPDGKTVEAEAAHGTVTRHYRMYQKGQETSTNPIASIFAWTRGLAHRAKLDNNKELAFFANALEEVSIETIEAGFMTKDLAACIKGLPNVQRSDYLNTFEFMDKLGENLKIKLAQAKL
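IDH1-R132H (0.5 ug/mL dispensed) in pH 7.5 Tris buffer was preincubated 30 min with compound, then given a substrate mix of 0.016 mM NADPH and 2 mM alpha-KG for 80 min at room temperature; remaining NADPH was read by diaphorase/resazurin fluorescence.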
RGS4 inh: human RGS4 inhibition. P49798. Transcreener GDP fluorescence polarization, RGS4-accelerated GTP hydrolysis. Potency, µM (titrated, usually from 114 µM), for the others: top-dose activity change, negative = inhibition, actives largely listed as inhibitors. 390,000 tested, 0.039% active. AID 504845; note: potency is the fitted concentration of half-maximal effect; % is set by controls: 0 for no effect and ±100 for the full control effect; nearly all actives have a fitted effect of over 75% in size; some results filed as inactive show a strong effect at the top dose
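MLSMR compounds (23 nl, pin-transferred) preincubated 10 min at room temperature with a 500nM (2x) first reagent, then RGS4 at 900nM (2x) plus Transcreener GDP mix added; fluorescence polarization (620/688 nm) read before and after 90 min at 30 °C.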
Glioma ERSR ind: inducers of ER stress response in human glioma cells. Potency, µM, for the others: at the top dose activation, actives largely listed as activators. AID 602332. U87-MG GRP78 promoter luciferase reporter, 16 h. 420,000 tested, 0.02% active; note: potency is the fitted concentration of half-maximal effect; series mostly up to about 76 µM; % of control where 0% means no effect; nearly all actives have a fitted effect of over 35% in size
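Stably transfected U87-MG glioma cells carrying a GRP78-based luciferase sensor; 16 h compound incubation. Luminescence end-point read 10 min after Bright-Glo addition at room temperature.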
TrxR1 inh: inhibitors of rat thioredoxin reductase 1. O89049. recombinant rTrxR1, NADPH fluorescence consumption, selenite substrate. Potency, µM (series often up to 114 µM), for inactives: at the top dose activity change, negative = inhibition, usual class: inhibitors. 390,000 tested, 1% active; note: potency is the fitted concentration of half-maximal effect; % is set by controls: 0 for no effect and ±100 for the full control effect; nearly all actives have a fitted effect of over 65% in size
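Rat TrxR1 (90 nM in the dispensed reagent) was pre-reduced with 400 uM NADPH for 5 min at room temperature, then incubated with compound for 15 min. After 400 uM selenite was added, NADPH fluorescence (Ex 340/Em 450 nm) was followed for 8 min.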
LDHA block: blocks human lactate dehydrogenase A; P00338; 480,000 tested, 0.15% active; activity change, % (values are at about 110 or 230 µM); purified LDHA, NADH/diaphorase-resazurin fluorescence; active compounds read low; in the data active = activity change below about -30%; inconclusive = mostly about -25% to -30%;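 note: plate controls were DMSO wells for no effect and wells without enzyme for full effect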
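Enzyme activity of human lactate dehydrogenase 5 (2 nM; 0.06 mM NADH, 0.2 mM pyruvate, 5 min, RT) is measured via a resazurin/diaphorase fluorescence readout of residual NADH.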
An asterisk follows results filed as active; ? = inconclusive; . = not tested or not shown; & = joins results of further samples; ! = repeats disagree; [ ] = remark or other dose. Unless noted, calls come from the whole dose curve; as a rule, active = well fitted curve in the direction sought with a large enough effect; inconclusive = small, poorly fitted or top-dose-only effect, or another doubt; inactive = no such curve, though single readings can be large; an effect the other way counts as inactive or inconclusive. A portion of the library; rates above refer to the full screens.

SMILES | Vif-APOBEC3F blk | Vif-A3G inh | USP1 inh | TrxR1 substrate | mIDH1 inhibitor | RGS4 inh | Glioma ERSR ind | TrxR1 inh | LDHA block
CC1(C)CC(=O)C=C(NNC(=O)c2cccnc2)C1 | -4% | 0% | -4% | 4%[57.1 µM] | 5% | -27% | 1% | -38% | 1
Cc1ccccc1-n1nnnc1SCC(=O)NCC1CCCO1 (stereo not given) | 3% | 1% | 3% | -3% | 15% | 11% | -3% | 10%[57.1 µM] | -6
CCCC(=O)Nc1ccc2c(c1)nc(CN1CCCCC1)n2C | -5% | -3% | -16% | -2% | 2% | -3% | -3% | -3% | 1
O=C(CCCCO)c1ccc(O)c(Cl)c1 | 1% | 4% | -27% | -8%[57.1 µM] | 6% | -14% | -5% | 14%[57.1 µM] | 1
COc1cc(OC)cc(C(=O)Nc2cc3nn(-c4ccccc4)nc3cc2Cl)c1 | -13% | ? | 5% | 1% | 1% | 16% | 2% | 7% | 7
O=c1c(Oc2ccccc2Br)c(C(F)(F)F)oc2c(CN3CCCC3)c(O)ccc12 | 0% | -1% | -3% | -6% | 5% | 13% | -3% | -3% | -1
COc1ccc(OC)c(NC(=O)CCN2CCN(c3ccccc3F)CC2)c1 | . | 0% | -19% | -2% | -1% | 3% | -4% | -7% | 3
C=CCN1C(=O)C(CC(=O)Nc2ccccc2)N(Cc2ccccn2)C1=S (stereo not given) | 2% | 5% | -14% | 4% | 13% | -24% | -3% | 8% | -1
COc1ccccc1CNC(=O)c1ccc(-c2ccccc2Cl)o1 | -3% | 0% | -24% | 6% | 16% | -45% | 1% | ? | 0
C=CCOc1ccc(CNn2cn[nH]c2=S)cc1OCC | -2% | 1% | -8% | -4% | 1% | -18% | -1% | -23% | 2
Cc1ccc(C)c(NC(=O)CN(C)C(=O)C2CCN(C(=O)Nc3ccccc3)CC2)c1 | 4% | 2% | -21% | -7% | -7% | -9% | 1% | 2% | -2
CC(=O)Oc1c(/C=C(\C#N)C(N)=O)[nH]c2ccccc12 | -7% | ? | 33%[activator] | -12% | 9% | -47% | -12% | ? | 0
O=C1COc2ccc(C(=O)COC(=O)c3ncc(Cl)c(Cl)c3Cl)cc2N1 | -15% | 0% | -17% | 18%[57.1 µM] | 4% | -21% | 0% | -2% | 0
CC(C)(C)NC(=O)C(=O)NNC(=O)COc1ccc(Br)cc1 | -13% | 1% | -3% | 10%[0.457 µM] | 1% | 20% | -1% | 17%[0.457 µM] | -2
Cc1ccc(NC(=O)Cn2nc(C)cc2C)cc1 | -3% | 3% | -9% | 12%[57.1 µM] | -3% | 54%[activator] | -3% | 32%[activator][57.1 µM] | -6
Cc1ccc(C(=O)NN2C(=O)c3ccc(S(=O)(=O)c4ccc(C(=O)O)cc4)cc3C2=O)cc1 | 8% | 0% | -11% | 5% | -3% | ? | 2% | 20%[57.1 µM] | -1
CCc1ccc(-n2nc(C)c3c(C)cc(=O)n(CC(=O)Nc4ccc(C)c(F)c4)c32)cc1 | -4% | 0% | ? | 10%[57.1 µM] | 8% | -17% | -1% | 28%[57.1 µM] | 1
CC(C)N(C(=O)CSc1nc2ccccc2n1-c1ccccc1)C(C)C | 0% | 0% | -20% | -1% | 5% | -39% | -2% | 6% | 2
CCOC(=O)/C=C1\CN(Cc2cc(OC)c(OC)c(OC)c2)S(=O)(=O)c2ccc(C(F)(F)F)cc21 | 0% | 0%&0% | -33% | 0%[57.1 µM] | 12% | -34% | -5%&-3% | 50µM*! | 3
COC(=O)c1ccc(NC(=O)NCCCl)cc1 | 12% | -4% | -7% | -2% | 6% | -8% | -3% | -2% | 2
COC(=O)c1ccccc1NC(=O)c1cc(-c2ccc(O)cc2)on1 | 0% | 3% | -16% | 9%[57.1 µM] | -5% | -16% | -1% | 40% | -6
Cc1cc(Nc2cccc(C(F)(F)F)c2)nc2ccc(NC(=O)Cc3ccc(Cl)cc3)cc12 | -22% | -9% | ? | 40%[activator] | -10% | 3% | 5% | 29% | 2
O=C(CNc1cccc(S(=O)(=O)N2CCOCC2)c1)Nc1cccc(Br)c1 | 7% | -7% | -12% | -2% | 6% | -33% | -5% | 15% | -1
COc1ccc(C(=O)Oc2cc(-c3ccc(OC)c(OC)c3)cc(=O)c3c(C)oc(C)c23)cc1 | 2% | 6% | -24% | 4% | 5% | -37% | -2% | ? | 16
Cc1ccc(NC(=O)c2ccco2)c([N+](=O)[O-])c1 | -6% | -5% | -9% | -3%[57.1 µM] | 12% | ? | 6% | 6%[57.1 µM] | -8
Cc1cc(C)c(S(=O)(=O)Nc2cccc3cccnc23)c(C)c1 | . | -13% | . | 8%[0.457 µM] | . | 8% | ? | 9% | 13&6
CC(=O)C1C(c2ccc(O)cc2)NC(=O)NC1(O)C(F)(F)F (stereo not given) | -9% | 0% | -11% | -1% | 3% | 7% | -4% | -9% | -1
CC(C)(C)c1ccc(-c2nc3cc(NC(=O)c4cc5ccccc5o4)ccc3o2)cc1 | -1% | 2% | 5% | 5% | -7% | 17% | -1% | 17% | 0
CN(C)CCNc1ccc(CO)c2sc3ccc(O)cc3c(=O)c12 | 9% | -3% | -4% | 11%[57.1 µM] | 6% | -9% | ? | 5%[11.4 µM] | 10
CCn1nc(C)c(NC(=O)CSc2nnc(-c3ccco3)n2C)c1C | -3% | -1% | ? | 9% | 0% | 11% | -3% | 5% | -11

Ten structures already listed, arranged by SMILES length, high to low:
SMILES | Vif-APOBEC3F blk | Vif-A3G inh | USP1 inh | TrxR1 substrate | mIDH1 inhibitor | RGS4 inh | Glioma ERSR ind | TrxR1 inh | LDHA block
CCOC(=O)/C=C1\CN(Cc2cc(OC)c(OC)c(OC)c2)S(=O)(=O)c2ccc(C(F)(F)F)cc21 | 0% | 0%&0% | -33% | 0%[57.1 µM] | 12% | -34% | -5%&-3% | 50µM*! | 3
COc1ccc(C(=O)Oc2cc(-c3ccc(OC)c(OC)c3)cc(=O)c3c(C)oc(C)c23)cc1 | 2% | 6% | -24% | 4% | 5% | -37% | -2% | ? | 16
Cc1cc(Nc2cccc(C(F)(F)F)c2)nc2ccc(NC(=O)Cc3ccc(Cl)cc3)cc12 | -22% | -9% | ? | 40%[activator] | -10% | 3% | 5% | 29% | 2
CC(C)(C)c1ccc(-c2nc3cc(NC(=O)c4cc5ccccc5o4)ccc3o2)cc1 | -1% | 2% | 5% | 5% | -7% | 17% | -1% | 17% | 0
O=C(CNc1cccc(S(=O)(=O)N2CCOCC2)c1)Nc1cccc(Br)c1 | 7% | -7% | -12% | -2% | 6% | -33% | -5% | 15% | -1
CC(=O)C1C(c2ccc(O)cc2)NC(=O)NC1(O)C(F)(F)F (stereo not given) | -9% | 0% | -11% | -1% | 3% | 7% | -4% | -9% | -1
Cc1cc(C)c(S(=O)(=O)Nc2cccc3cccnc23)c(C)c1 | . | -13% | . | 8%[0.457 µM] | . | 8% | ? | 9% | 13&6
CN(C)CCNc1ccc(CO)c2sc3ccc(O)cc3c(=O)c12 | 9% | -3% | -4% | 11%[57.1 µM] | 6% | -9% | ? | 5%[11.4 µM] | 10
Cc1ccc(NC(=O)c2ccco2)c([N+](=O)[O-])c1 | -6% | -5% | -9% | -3%[57.1 µM] | 12% | ? | 6% | 6%[57.1 µM] | -8
COC(=O)c1ccc(NC(=O)NCCCl)cc1 | 12% | -4% | -7% | -2% | 6% | -8% | -3% | -2% | 2

The list continues:
SMILES | Vif-APOBEC3F blk | Vif-A3G inh | USP1 inh | TrxR1 substrate | mIDH1 inhibitor | RGS4 inh | Glioma ERSR ind | TrxR1 inh | LDHA block
O=C(Nc1ncc(Cc2ccccc2)s1)C1CCN(C(=O)c2ccco2)CC1 | . | -2% | . | 1% | . | -16% | -4% | -16% | -2
COc1ccc(C(=O)NCCc2nnc(SCC(=O)Nc3ccc(Br)cc3)n2C)cc1 | -9% | -7% | -11% | 5% | -1% | 7% | 2% | 15% | -4
COc1ccc(NS(=O)(=O)c2cccc(C(=O)N3CCN(C(=O)c4ccco4)CC3)c2)cc1 | 5% | -1% | -22% | -1% | 0% | -18% | -3% | -6% | -2
O=C(NNC(=O)c1ccncc1)NC1CCCCC1 | 5% | 3% | -3% | 1% | 2% | 28% | -1% | 22% | -6
CCN(C(=O)c1ccc(=O)[nH]c1)c1c(N)n(Cc2ccccc2)c(=O)[nH]c1=O | -7% | -1% | -9% | 4% | 3% | 20% | -3% | 26% | -13
CC(C)Oc1cccc(C(=O)C2CCCN(Cc3ccc(Oc4ncccn4)cc3)C2)c1 (stereo not given) | -6% | 3% | -9% | 8%[57.1 µM] | -1% | -8% | -7% | 15%[57.1 µM] | -8
COc1ccc(C(Nc2ccccn2)c2ccc3ccc(C)nc3c2O)cc1C (stereo not given) | -1% | -28% | -25% | 9% | -26% | -47% | -5% | ? | 1

High-throughput results deposited in PubChem BioAssay by National Center for Advancing Translational Sciences (NCATS).
